proKLK7 act – proKLK7 zymogen activators, primary screen, biochemical, fluorescence intensity | activation, % at 7 µM | purified proKLK7, EDANS-DABCYL substrate fluorescence; 100% is mature enzyme control, 0% vehicle | 370,000 compounds, 0.9% hits | Kallikrein-7 (Homo sapiens), P49862;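 active = activation above the mean of all tested compounds plus 3 SD, computed per campaign excluding outliers beyond control limits, cut at about 13% in these data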
LEDGF integ inh – blockers of LEDGF/p75-dependent integrase strand transfer – biochemical, TR-FRET, high throughput, primary screen; HIV-1 integrase (with human LEDGF/p75); TR-FRET IN-LEDGF/p75 DNA integration, Eu/Cy5; inhibition, % at 3.7 µM; 370,000 compounds, 0.64% hits; AID 743269, 2014;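 active = inhibition above the screen-wide mean plus 3 SD, cut at about 13% in these data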;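 note: signal is the Cy5 over europium emission ratio at 671 and 618 nm; 0% = plate median of compound wells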
DDE Tn6 FP inh – inhibitors of Tn6 peptide binding to fibrin DD(E), primary screen, biochemical, fluorescence polarization, human fibrin, Tn6 probe; Fibrin DD(E) TRITC-Tn6 fluorescence polarization displacement; inhibition, % at 8.3 µM; 370,000 compounds, 0.21% hits; AID 720509, 2013;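 active = inhibition above a per-campaign cutoff: mean of compounds within control limits plus 3 SD, cut at about 15% in these data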;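 note: 0% = median of all compound wells on the plate and 100% = blocking peptide control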
Target sequence (P02675 whole entry, looked up): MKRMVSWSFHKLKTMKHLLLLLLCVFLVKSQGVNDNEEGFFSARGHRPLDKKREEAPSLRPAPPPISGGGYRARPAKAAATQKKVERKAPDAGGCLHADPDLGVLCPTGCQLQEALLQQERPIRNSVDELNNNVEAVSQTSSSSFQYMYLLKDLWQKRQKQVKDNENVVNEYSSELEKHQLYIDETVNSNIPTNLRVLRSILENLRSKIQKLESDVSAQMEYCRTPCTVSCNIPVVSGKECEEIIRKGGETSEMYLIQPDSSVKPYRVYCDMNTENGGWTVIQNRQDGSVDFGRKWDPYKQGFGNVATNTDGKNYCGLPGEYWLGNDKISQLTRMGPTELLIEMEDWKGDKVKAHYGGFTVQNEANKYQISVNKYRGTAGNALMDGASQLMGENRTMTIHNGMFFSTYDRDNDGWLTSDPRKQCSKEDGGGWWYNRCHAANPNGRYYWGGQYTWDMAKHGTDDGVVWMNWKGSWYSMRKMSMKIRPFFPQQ
MBD2 inh – inhibitors of MBD2 binding to methylated DNA, primary screen, biochemical, TR-FRET, DNA-binding domain, human; 370,000 compounds, 0.31% hits; Methyl-CpG-binding domain protein 2 (Homo sapiens), Q9UBB5; MBD2 binding to methylated oligonucleotide; inhibition, % at 4.4 µM; in the data active = inhibition above about 13%
UHRF1 MBD2 ctr – UHRF1 methylated DNA binding inhibitors, primary screen, counter-screen for MBD2 inhibitor project, biochemical, TR-FRET, human UHRF1, single concentration; E3 ubiquitin-protein ligase UHRF1 (Homo sapiens), Q96T88; UHRF1 binding to methylated oligo; inhibition, % at 4.4 µM; 370,000 compounds, 0.75% hits; AID 687016, 2013; in the data active = inhibition above about 21%;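 note: UHRF1 SRA domain binding a hemimethylated CpG hairpin DNA probe; 0% = median of test compound wells and 100% = reference inhibitor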
SIAE inh – human SIAE inhibitors, primary screen, biochemical, fluorescence polarization, FP-Rh probe, 1536-well HTS. Sialate O-acetylesterase (Homo sapiens), Q9HAT2. SIAE FP-Rh probe binding. inhibition, % at 9.66 µM. 370,000 compounds, 0.69% hits. AID 1053197, 2014;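 active = inhibition above a cutoff: mean of compounds within the control limits plus 3 SD of those, cut at about 17% in these data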;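 note: 0% = plate median of compound wells and 100% = probe without SIAE protein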
Target sequence (Q9HAT2 whole entry, looked up): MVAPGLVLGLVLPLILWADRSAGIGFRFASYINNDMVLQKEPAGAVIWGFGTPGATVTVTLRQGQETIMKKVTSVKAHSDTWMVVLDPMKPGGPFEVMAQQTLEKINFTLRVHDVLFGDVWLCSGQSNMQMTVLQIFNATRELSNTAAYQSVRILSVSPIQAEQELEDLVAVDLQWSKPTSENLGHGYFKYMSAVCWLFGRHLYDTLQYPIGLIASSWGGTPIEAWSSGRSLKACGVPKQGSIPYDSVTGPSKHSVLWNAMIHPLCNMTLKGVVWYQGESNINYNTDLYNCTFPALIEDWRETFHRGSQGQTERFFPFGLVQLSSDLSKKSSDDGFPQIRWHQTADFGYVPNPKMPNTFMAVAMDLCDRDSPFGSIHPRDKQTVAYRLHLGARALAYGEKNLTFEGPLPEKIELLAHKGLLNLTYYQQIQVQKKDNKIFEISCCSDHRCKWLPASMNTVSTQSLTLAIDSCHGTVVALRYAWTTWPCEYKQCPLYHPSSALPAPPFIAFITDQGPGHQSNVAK
PRMT1 FP inh – PRMT1 methyltransferase inhibitors, primary screen, biochemical, fluorescence polarization. 370,000 compounds, 1.3% hits. Protein arginine N-methyltransferase 1 (Homo sapiens), Q99873. recombinant PRMT1, activity-based probe fluorescence polarization. inhibition, % at 2.79 µM. AID 652257, 2013;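 active = inhibition above about 21% made by adding two undisclosed values, limit read from the data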
TCR-CD3 inh – inhibitors of human TCR-CD3 interaction, primary screen, biochemical, fluorescence, TAMRA-labeled TCR probe; inhibition, % at 9.4 µM; 360,000 compounds, 0.37% hits; T-cell receptor (TCR); AID 651800, 2012; in the data active = inhibition above about 19%;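 note: recombinant mutant TCR 2C K166C tagged with TAMRA read by polarization; 0% = receptor in buffer alone and 100% = receptor with positive control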
TDP2 absorb – human TDP2 enzyme inhibitors, primary screen, biochemical, epi absorbance, recombinant enzyme; T5PNP hydrolysis, p-nitrophenol absorbance 415 nm; inhibition, % at 12.8 µM; 370,000 compounds, 0.34% hits;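 active = inhibition above the mean of all tested compounds plus 3 SD, set per campaign, cut at about 25% in these data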;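 note: 0% = DMSO with enzyme and 100% = buffer with substrate but no TDP2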
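test system = human TDP2 enzyme | input = TDP2 enzyme at 120 nM final | medium = 50 mM Tris-HCl pH 7.5 with Mg2+, KCl, DTT, BSA | also added = T5PNP substrate, 5 mM | times = 2 h at 37 °C | technique = epi absorbance | benchmarks = high control without enzyme, low control DMSO plus TDP2 | replication = each compound tested once, singlicate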
DDE Tn7 FP inh – inhibitors of Tn7 peptide binding to fibrin DD(E), primary screen, biochemical, fluorescence polarization, human fibrin, Tn7 probe. Fibrinogen beta chain (Homo sapiens), P02675. inhibition, % at 8.3 µM. FP displacement of FITC-Tn7 peptide from fibrin DD(E); 0% = median of compound wells per plate. 370,000 compounds, 0.13% hits;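 active = inhibition above the mean of compounds falling within the control limits plus 3 SD of them, cut at about 14% in these data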;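 note: 0% = plate median of compound wells and 100% = 10 µM Aha-Tn7 peptide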
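Assay system: Human clot-derived fibrin DD(E) complex | Buffer or medium: Tris/NaCl/CaCl2 buffer, pH 7.8 | Repeats: One replicate per compound | Benchmarks: Aha-Tn7 high control | Measure: % inhibition scaled between sample-field median and high-control FP | Schedule: 10 min plus 3 h, room temperature | Signal: Fluorescence polarization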
Active calls of the source: *; . = not tested or not shown. An unsorted share of the library, and some 4.6% of all compounds hit somewhere here.

Screens in order – proKLK7 act	LEDGF integ inh	DDE Tn6 FP inh	MBD2 inh	UHRF1 MBD2 ctr	SIAE inh	PRMT1 FP inh	TCR-CD3 inh	TDP2 absorb	DDE Tn7 FP inh
1: Cc1ccc(C(=O)COC(=O)CCN2C(=O)C3C4CC(C(Br)C4Br)C3C2=O)cc1 (stereo not given)
→ 0.1	0	-8	-2	1	0	1	3	-1	4
2: O=C(CSc1ncccn1)Nc1ccc(Cl)c(S(=O)(=O)N2CCOCC2)c1
→ -0.1	6	0	1	2	-11	-2	-2	-12	-6
3: N#Cc1ccccc1NC(=S)NC(=O)c1cccs1
→ 14*	-3	-2	2	2	2	13	-3	2	2
4: COc1cccc(/C=C/C(=O)OCC(=O)c2ccc(C)c(C)c2)c1OC
→ -1.5	-2	-7	0	-2	-1	-1	-6	3	-3
5: COc1ccccc1CNC(=O)CS(=O)(=O)c1ccccc1
→ 0.2	-3	3	4	-2	-3	-1	5	-4	0
6: Cc1ccc(NC(=O)CSCC(=O)NCCc2ccccc2)cc1
→ -0.1	4	1	-7	1	4	1	5	3	-8
7: COc1ccc(N2CCN(Cc3cc(=O)oc4cc(-c5ccccc5)c(O)cc34)CC2)cc1
→ -0.6	1	-8	3	-3	5	-1	8	-3	-8
8: Cc1cc(C(C)(C)C)cc(C)c1COC(=O)c1cccnc1
→ 0.0	1	2	-6	-3	3	2	-1	6	-1
9: COc1cc(OC)cc(C(=O)N[C@H](C(=O)NCc2ccccc2)C(C)C)c1
→ 0.4	-2	-4	3	0	-6	3	0	16	5
10: O=c1cc(-c2c(F)c(F)c(F)c(F)c2F)oc2ccccc12
→ 0.0	3	3	-6	-6	11	-2	6	1	-3
11: O=C(O)c1cc(-n2nnnc2SCc2ccccc2F)ccc1Cl
→ -0.1	-6	4	6	3	4	3	-3	-11	-2
12: Cc1cccc(NC(=O)CN2CCN(CC(=O)NCC3(N4CCCCC4)CCCCC3)CC2)c1C
→ -0.1	5	-5	-4	3	-3	-6	-1	-7	1
13: OCC[C@@H]1C[C@H](O)[C@@H](O)[C@@]2(Cc3ccccc3CCO2)O1
→ -1.0	-1	0	1	2	3	-2	9	-3	-2
14: CC(C)c1ccc(CN(C(=O)C2COc3ccccc3O2)C2CCS(=O)(=O)C2)cc1 (stereo not given)
→ 0.3	0	-5	2	-1	1	1	4	-3	1
15: CCN(Cc1ccccc1)C(=O)C1CCN(Cc2ccc(OC)c(OC)c2OC)CC1
→ -0.2	3	3	-5	-2	6	-3	0	13	7
16: CC(C)C1Nc2c(O)cc(Cl)c([N+](=O)[O-])c2C2C=CCC21 (stereo not given)
→ 0.1	26*	4	-5	-5	22*	30*	20*	3	0
17: CCCNC(=S)Nc1ccc(Oc2ccccc2)cc1
→ 0.1	4	2	0	5	1	4	2	-3	7
18: CC(C)CC1CCCCC1OC(=O)C[N+]1(C)CCCCC1 (stereo not given)
→ -0.2	1	-4	-2	1	-4	0	6	0	-5
19: N#CC1(NC(=O)CSc2nnc(-c3ccccc3F)o2)CCCCC1
→ 0.7	0	-7	-5	-2	-2	-2	3	2	1
20: COc1ccccc1OCCNC(=O)c1cc(SC)ccc1Cl
→ 0.1	3	3	-1	-1	-1	2	6	-7	0
21: Cc1ccc(C(=O)NCCCNC(=O)c2ccccc2C)cn1
→ -0.2	-1	3	-3	1	0	1	-2	2	8
22: O=C(NCCc1ccccn1)c1nc(Cn2cc([N+](=O)[O-])cn2)no1
→ -0.2	-7	3	2	2	4	3	-7	-8	6
23: C=CCn1c(SCC(=O)Nc2ccc(F)cc2)nc2ccccc2c1=O
→ -0.3	0	1	-4	2	6	-4	-3	-4	-3
24: CC1(C)C(=O)NCCN1C(=O)CC1C(=O)NCCN1CC(c1ccccc1)c1ccccc1 (stereo not given)
→ -0.8	1	4	-6	2	5	-1	-2	4	-1
25: COc1ccc(CN2C(=O)C(CC(=O)NCCCCc3ccccc3)CC(C(=O)N3CCOCC3)=C2C)cc1 (stereo not given)
→ 1.2	5	1	-1	-1	-6	-9	7	-7	-3
26: Cc1n[nH]c(C)c1S(=O)(=O)N(C)Cc1ccco1
→ -0.2	-1	1	5	-1	9	3	-1	3	5
27: COc1ccc(NC(=O)CC2C(=O)N(C)C(=S)N2CCc2ccc(F)cc2)cc1 (stereo not given)
→ 0.8	8	-3	-6	1	0	-4	-2	-8	-6
28: CC(/C=N/NC(=O)CSc1nnc(SCc2ccc(C)cc2)s1)=C\c1ccco1
→ -0.4	5	-2	-4	-4	-5	1	.	1	4
29: CCC(C)(C)NC(=O)C(c1cccc(OC)c1)N(C(=O)c1ccn[nH]1)c1cccc(OC)c1 (stereo not given)
→ 0.5	-1	6	-3	-2	1	-3	1	3	-3
30: Cc1ccc(F)cc1NC(=O)CCC(=O)c1cccs1
→ 0.3	0	-6	-3	-1	-4	-3	1	5	4

Profiles, quoted from the list. Order of values: proKLK7 act	LEDGF integ inh	DDE Tn6 FP inh	MBD2 inh	UHRF1 MBD2 ctr	SIAE inh	PRMT1 FP inh	TCR-CD3 inh	TDP2 absorb	DDE Tn7 FP inh
`OCC[C@@H]1C[C@H](O)[C@@H](O)[C@@]2(Cc3ccccc3CCO2)O1` is entered as -1.0	-1	0	1	2	3	-2	9	-3	-2
`CCC(C)(C)NC(=O)C(c1cccc(OC)c1)N(C(=O)c1ccn[nH]1)c1cccc(OC)c1` (stereo not given) is entered as 0.5	-1	6	-3	-2	1	-3	1	3	-3

Additional records follow:
Screens in order – proKLK7 act	LEDGF integ inh	DDE Tn6 FP inh	MBD2 inh	UHRF1 MBD2 ctr	SIAE inh	PRMT1 FP inh	TCR-CD3 inh	TDP2 absorb	DDE Tn7 FP inh
31: CCN1CCN(C(=O)/C=C/c2ccc(OC)cc2)CC1
→ -0.1	-6	-2	-3	0	6	0	-1	3	2
32: CC(C)(C)NC(=O)N1CCN(c2ncccc2C(F)(F)F)CC1
→ -0.2	-1	2	4	1	-9	3	-5	2	0
33: CN(CC(=O)Nc1cccc(F)c1)C(=O)COc1cccc2c1OC(C)(C)C2
→ -0.1	3	-12	-1	1	-5	1	5	6	-3
34: COC(=O)C(C(=O)NCC1CCCO1)C1CCCC1 (stereo not given)
→ -0.3	-3	-4	-1	2	3	0	-4	2	-2
35: Cc1cc(NS(=O)(=O)c2ccc(NC(=O)COc3c(C)cc(Br)cc3C)cc2)no1
→ 0.1	-3	-11	0	-1	-4	-4	-1	6	9
36: COc1ccccc1/C=C/C=N/n1c(-c2cc(C)[nH]n2)n[nH]c1=S
→ -9.5	-2	9	3	-3	-3	0	9	4	3
37: Cc1cc(C(=O)OCC(=O)Nc2cccc(S(N)(=O)=O)c2)c(C)o1
→ 0.3	2	0	6	2	4	2	-9	3	2
38: CCOC(=O)C(NS(=O)(=O)c1ccccc1)(C(F)(F)F)P(=O)(OC(C)C)OC(C)C (stereo not given)
→ -0.5	2	-6	5	1	-4	0	0	-1	-6
39: Cc1cc(NC(=O)c2ccc3sc([C@@H]4O[C@H](CO)[C@H](O)[C@H](O)[C@H]4O)nc3c2)no1
→ -0.1	0	-3	-2	-2	2	0	5	16	4
40: O=C(CSc1nnc(Nc2ccccc2F)s1)NC(=O)CN1CCCC1=O
→ 0.3	3	-9	2	3	2	0	3	-2	-4
41: COc1cccc(-c2nnc(-c3ccc4ccccc4c3)o2)c1
→ -0.4	4	-7	-5	-1	-59	-5	-4	10	10
42: CC(=NNC(=O)CSc1nnc(-c2ccccc2)n1-c1ccccc1)c1cccc([N+](=O)[O-])c1
→ 0.5	1	1	-1	0	10	-12	.	-4	-8
43: CC1(C)CC(=O)C/C(=N\NC(=O)C2C3CCCCC32)C1 (stereo not given)
→ -0.1	1	9	2	-2	10	-2	-4	8	8
44: CSc1nc(C)cc(OCC(=O)N/N=C/c2ccccc2O)n1
→ -64	-4	-2	4	1	-4	1	-4	-8	-6
45: Cc1cnc(C(=O)Nc2ccc(F)cc2)cn1
→ 0.7	-2	5	3	-1	1	-1	1	-3	2
46: CC1CCCCC1NC(=O)CCCn1c(=S)[nH]c2ccccc2c1=O (stereo not given)
→ -0.6	0	-3	-1	0	-3	-9	7	-10	8
47: Cc1ccc(NC(=O)CN(C)CC(=O)Nc2c(C)cccc2C)c(Br)c1
→ -0.4	-1	-2	38*	-2	7	-2	5	13	6
48: CC1(C)CC(=O)C2=C(C1)OC(N)=C(C#N)C21CCN(Cc2ccccc2)CC1
→ 0.6	2	4	-8	-4	-5	18	0	2	7
49: CC(O)(c1ccc(F)c(F)c1)c1nc(-c2cnc3ccccc3c2)cs1 (stereo not given)
→ 0.4	7	-2	-7	0	-19	2	-8	-8	1
50: [N-]=[N+]=NC(c1ccccc1)c1nc2ccccc2[nH]c1=O (stereo not given)
→ 2.7	-2	1	-4	0	1	2	-1	13	-8
51: Cc1noc(C)c1COC(=O)CCOc1ccccc1
→ 0.2	-1	-5	0	1	-5	3	-4	14	-1
52: O=C(Nc1ccccc1F)c1ccc2sc([C@@H]3O[C@H](CO)[C@H](O)[C@H](O)[C@H]3O)nc2c1
→ -0.1	0	3	3	0	2	0	-8	5	4

High-throughput results deposited in PubChem BioAssay by The Scripps Research Institute Molecular Screening Center.
